RGS4 inhibitor: human RGS4 inhibition. Potency, µM (series often up to 114 µM), inactives show at the top dose activity change, negative = inhibition, actives largely listed as inhibitors. hit rate 0.039% among 390,000. AID 504845. Transcreener GDP fluorescence polarization, RGS4-accelerated GTP hydrolysis. P49798; also: potency is read from the fitted curve at half-maximal effect; % is scaled to controls: 0 for no effect and ±100 for the full control effect; nearly all actives have a fitted effect of over 75% in size; some results filed as inactive show a strong effect at the top dose
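MLSMR compounds (23 nl, pin-transferred) preincubated 10 min at room temperature with a 500nM (2x) first reagent, then RGS4 at 900nM (2x) plus Transcreener GDP mix added; fluorescence polarization (620/688 nm) read before and after 90 min at 30 °C.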
12-LOX inh: blocks human arachidonate 12S-lipoxygenase; P18054; purified 12hLO, xylenol orange hydroperoxide absorbance; Potency, µM (top dose mostly 108 µM), inactives show at the top dose activity change, negative = inhibition, actives largely listed as inhibitors; hit rate 1.1% among 580,000; AID 1671190; also: potency is read from the fitted curve at half-maximal effect; % is scaled to controls: 0 for no effect and ±100 for the full control effect
Target sequence (P18054 whole entry, looked up): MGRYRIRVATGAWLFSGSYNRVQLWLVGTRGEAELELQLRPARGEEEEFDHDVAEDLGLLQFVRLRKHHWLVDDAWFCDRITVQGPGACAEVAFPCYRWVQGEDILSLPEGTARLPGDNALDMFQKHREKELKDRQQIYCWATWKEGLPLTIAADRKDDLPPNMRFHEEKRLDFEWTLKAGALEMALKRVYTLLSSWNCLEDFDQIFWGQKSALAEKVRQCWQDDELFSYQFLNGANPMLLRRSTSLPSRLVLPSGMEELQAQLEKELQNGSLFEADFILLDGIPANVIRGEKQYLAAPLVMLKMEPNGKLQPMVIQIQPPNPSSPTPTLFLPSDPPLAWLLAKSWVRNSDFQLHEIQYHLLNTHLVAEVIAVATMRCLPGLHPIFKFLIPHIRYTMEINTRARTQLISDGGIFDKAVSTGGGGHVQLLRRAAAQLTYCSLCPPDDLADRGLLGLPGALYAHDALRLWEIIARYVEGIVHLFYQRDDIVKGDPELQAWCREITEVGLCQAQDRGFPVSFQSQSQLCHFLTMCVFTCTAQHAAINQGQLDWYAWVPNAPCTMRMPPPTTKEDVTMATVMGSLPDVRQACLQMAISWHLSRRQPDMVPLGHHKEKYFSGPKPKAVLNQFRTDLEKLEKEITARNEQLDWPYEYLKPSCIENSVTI
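Purified human 12hLO at 150 nM in 25 mM Hepes, 0.01% Triton X-100, pH 7.0, preincubated 15 min at room temperature with compound. Reaction started with 40 uM arachidonic acid, 30 min at room temperature. Hydroperoxide measured by Fe-xylenol orange, 573/405 nm absorbance ratio.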
Vif-A3F inh: inhibitors of Vif-A3F interaction. Potency, µM (doses to about 46.1 µM), without a hit: at the top dose activity, negative = active. HeLa A3F-eYFP + Vif (tagged APOBEC3F with the HIV-1 protein that degrades it), YFP fluorescence increase. hit rate 0.2% among 390,000; also: potency is read from the fitted curve at half-maximal effect; % of control where 0% means no effect; nearly all actives have a fitted effect of over 65% in size
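HeLa cells stably expressing Vif plus C-terminally eYFP-tagged A3F were seeded, incubated overnight at 37 deg C, dosed with compound, incubated overnight again at 37 deg C. Yellow fluorescence (Ex 488/Em 500-530) reported blocked Vif-mediated A3F-eYFP degradation.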
D2 antag: antagonists of human D2 dopamine receptor; P14416; HEK293 TREx D2 cells, calcium flux, dopamine EC80; inhibition, % at 10 µM; hit rate 2% among 340,000; in the data active = inhibition above about 30%; also: 0% is about no effect
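Cells plated overnight at 30 C with tetracycline; no-wash calcium dye, 30–90 min RT; 10 s baseline; compound pinned; 180 s read; EC80 dopamine added; another 180 s read.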
LDHA inh: LDHA (human) enzyme inhibition; activity change, % (values are at about 110 or 230 µM); P00338; AID 1347041; purified LDHA, NADH/diaphorase-resazurin fluorescence; stronger effect = lower value; hit rate 0.15% among 480,000; in the data active = activity change below about -30%; inconclusive = mostly about -25% to -30%;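 also: plate controls were DMSO wells for no effect and wells without enzyme for full effect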
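Enzyme activity of human lactate dehydrogenase 5 (2 nM; 0.06 mM NADH, 0.2 mM pyruvate, 5 min, RT) is measured via a resazurin/diaphorase fluorescence readout of residual NADH.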
Vif-APOBEC3G blk: blocks the Vif interaction with human APOBEC3G | HeLa A3G-eYFP + Vif (tagged APOBEC3G with the HIV-1 protein that degrades it), YFP fluorescence, overnight | hit rate 0.076% among 410,000 | Potency, µM (doses to about 46.1 µM), without a hit: at the top dose activity, negative = active, actives largely listed as inhibitors;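 also: potency is read from the fitted curve at half-maximal effect; % is scaled to controls: 0 for no effect and ±100 for the full control effect; nearly all actives have a fitted effect of over 60% in size; hits raise eYFP signal because A3G escapes Vif-driven loss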
Target sequence (Q9HC16 whole entry, looked up): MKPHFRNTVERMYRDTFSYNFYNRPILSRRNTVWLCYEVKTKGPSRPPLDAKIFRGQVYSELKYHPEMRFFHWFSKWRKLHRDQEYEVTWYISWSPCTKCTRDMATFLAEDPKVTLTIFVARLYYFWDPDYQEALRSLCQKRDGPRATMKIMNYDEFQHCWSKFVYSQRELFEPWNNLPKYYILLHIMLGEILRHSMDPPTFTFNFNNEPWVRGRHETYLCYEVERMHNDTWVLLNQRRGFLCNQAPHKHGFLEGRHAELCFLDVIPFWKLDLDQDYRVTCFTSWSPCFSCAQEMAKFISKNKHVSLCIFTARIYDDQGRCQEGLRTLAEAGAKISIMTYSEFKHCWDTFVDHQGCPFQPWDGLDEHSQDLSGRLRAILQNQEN
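HeLa cells stably expressing Vif and C-terminally eYFP-tagged A3G, seeded overnight at 37 deg C, then exposed to compound by pintool overnight at 37 deg C. Rise in yellow fluorescence (Ex 488/Em 500-530, Acumen) marks blocked Vif-driven A3G degradation.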
D2 ag: agonists of human D2 dopamine receptor | activation, % at 2 µM | HEK293 T-REx D2 cells, calcium flux agonist mode | hit rate 0.53% among 340,000;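 active = activation over 3 SD above normal in the single-dose calcium agonist read, cut at about 30% in these data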; also: 0% is about no effect
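Tetracycline-induced HEK293 T-REx cells with force-coupled D2 receptor, plated overnight at 30 C, loaded with no-wash calcium dye. After a 10 s baseline, compound was pin-added and calcium flux read kinetically for 180 s; calcium rises flagged agonists.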
ERG Ets-DNA blk: ERG Ets/DNA interaction inhibition; P11308; fluorescence polarization, His-ERG Ets domain / labelled DNA; Potency, µM (top dose mostly 76.9 µM), without a hit: at the highest dose FP activity, negative = inhibition, actives largely listed as inhibitors; hit rate 0.028% among 370,000; active = well fitted inhibition curve with a large enough effect in the polarisation, with a control signal flat; inconclusive = small, poorly fitted or top-dose-only effect, or effect the other way, or a change in a side signal; inactive = no such curve, though single readings can be large or run the other way; the % refers to the polarisation;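 also: polarization taken with two DNA probes labelled with fluorescein and Texas red; potency is read from the fitted curve at half-maximal effect; % of control where 0% means no effect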
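His-tagged ERG Ets domain (1 uM in the protein solution; 300mM KCl, 50mM Tris-HCl, 1mM EDTA, 1mM DTT, pH 7.5) received compound, then a probe mix of 5 nM fluorescein-DNA and 100nM Texas-615-DNA. Fluorescence polarization was read for both dyes.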
Glioma ERSR ind: ER stress response induction in glioma | U87-MG GRP78 promoter luciferase reporter, 16 h | Potency, µM, for the others: top-dose activation, actives largely listed as activators | hit rate 0.02% among 420,000 | AID 602332; also: potency is read from the fitted curve at half-maximal effect; series mostly up to about 76 µM; % of control where 0% means no effect; nearly all actives have a fitted effect of over 35% in size
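Stably transfected U87-MG glioma cells carrying a GRP78-based luciferase sensor; 16 h compound incubation. Luminescence end-point read 10 min after Bright-Glo addition at room temperature.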
* = called active by the depositor; ? = inconclusive; . = not tested or not shown; [ ] = another dose, or the depositor's remark. Unless noted, calls follow the shape of the dose curve; as a rule, active = well fitted curve in the direction sought with a large enough effect; inconclusive = small, poorly fitted or top-dose-only effect, or another doubt; inactive = no such curve, though single readings can be large; an effect the other way counts as inactive or inconclusive.

SMILES	RGS4 inhibitor	12-LOX inh	Vif-A3F inh	D2 antag	LDHA inh	Vif-APOBEC3G blk	D2 ag	ERG Ets-DNA blk	Glioma ERSR ind
COc1ccc(OCC(=O)N2CCN(S(=O)(=O)c3ccc(Cl)cc3)CC2)cc1	-4%	6%	-1%	9	0	1%	0.7	.	-3%
O=C(O)C(Cc1ccc(OS(=O)(=O)Cc2ccccc2)cc1)NS(=O)(=O)Cc1ccccc1 (configuration not stated)	2%	-14%	-7%	.	-2	-1%	.	4%	1%
CCn1cc([N+](=O)[O-])c(C(=O)Nc2nc(-c3ccc(C)c(C)c3)c(C)s2)n1	-10%	3%	-5%	-2	-1	-4%	0.5	-3%	0%
COc1ccc(NC(=O)Nc2sc(NS(=O)(=O)c3ccccc3)nc2C)cc1	-39%	22µM*	-1%	-8	-5	1%	-1.2	-1%	-1%
CCOC(=O)c1ccc(NC(=O)CC2COc3ccccc3O2)cc1 (configuration not stated)	1%	0%	-6%	-5	-3	-11%	-0.1	-1%	-2%
CC(C)CN(CC(C)C)C(=O)Nc1ccccc1F	2%	-5%	8%	-18	-8	-3%	1.0	-4%	-1%
CNC(=O)COC(=O)c1c2c(nc3ccccc13)CCC2	12%	?	4%	-11	-1	-4%	-1.3	2%	-4%
CCOC(=O)c1ccc2ncc(C(=O)OCC)c(NCc3ccco3)c2c1	-23%	-2%	0%	-2	0	-3%	-0.2	3%	2%
O=C(NCc1ccc(Cl)cc1)c1cnn2ccccc12	-15%	21%	3%	10	1	-1%	-0.3	0%	-4%
COC(OC)c1ccnc(-c2ccc(OC(=O)c3ccc(F)cc3)cc2)n1	4%	-4%	0%	-6	0	3%	-0.1	-23%	-3%
COc1ccccc1Cn1c(=O)c2ccccc2n2c(Sc3ncnc4sccc34)nnc12	-48%	0%	1%	-4	-14	-19%	-1.0	1%	2%
CCN(CC)c1ccc(/C=N/N2CCN(Cc3ccc(C)cc3)CC2)c(O)c1	12%	-10%	-11%	2	9	3%	1.2	-6%	-2%
O=C(Nc1nnc(-c2ccco2)o1)c1ccc(N2C(=O)CCC2=O)cc1	-5%	0%	10%	0	1	-1%	0.4	-1%	-4%
O=C(NCc1cccnc1)C(=O)Nc1ccc2c(c1)OCO2	-11%	14%	6%	-23	-6	0%	1.0	-16%	0%
Cc1ccc(C2c3[nH]c4ccccc4c3CCN2C(=O)c2ccccc2Br)cc1 (configuration not stated)	2%	0%	0%	.	-5	-15%	1.8	4%	-2%

Reprinted from the part before: 3 entries, then new ones.
SMILES	RGS4 inhibitor	12-LOX inh	Vif-A3F inh	D2 antag	LDHA inh	Vif-APOBEC3G blk	D2 ag	ERG Ets-DNA blk	Glioma ERSR ind
O=C(Nc1nnc(-c2ccco2)o1)c1ccc(N2C(=O)CCC2=O)cc1	-5%	0%	10%	0	1	-1%	0.4	-1%	-4%
O=C(NCc1cccnc1)C(=O)Nc1ccc2c(c1)OCO2	-11%	14%	6%	-23	-6	0%	1.0	-16%	0%
Cc1ccc(C2c3[nH]c4ccccc4c3CCN2C(=O)c2ccccc2Br)cc1 (configuration not stated)	2%	0%	0%	.	-5	-15%	1.8	4%	-2%
Cc1cccc(NC(=O)c2cc(S(=O)(=O)N3CCc4ccccc43)cn2C)c1	-2%	13%	-8%	8	-6	1%	0.2	-6%	-5%
COc1ccc2cc(CN(Cc3ccco3)C(c3nnnn3C3CCCCC3)C(C)C)c(=O)[nH]c2c1 (configuration not stated)	-6%	173%[activator]	-7%	-1	0	1%	-0.4	-7%	-1%
Cc1csc2ncnc(NCCc3ccccn3)c12	0%	-2%	8%	5	-1	-1%	-0.3	-1%	1%
CSc1ccc(Cn2c(C)c(C(=O)NCc3cccc(Cl)c3)sc2=O)cc1	.	4%	.	.	2	2%	.	.	-3%
CC(=O)Nc1ccc(NC(=S)NC(=O)c2oc3ccccc3c2C)cc1	-2%	?	2%	4	-11	0%	-0.3	2%	-4%
COCCCNC(=O)c1ccc(CS(=O)(=O)c2ccccc2OC)o1	3%	0%	3%	33*	-9	0%	-1.3	5%	2%
O=C(CN1CCN(c2ccc(Cl)cc2)CC1)c1ccccc1	-3%	?	-3%	22	0	3%	0.9	9%	-8%
C=CCNc1nnc(SC2CC(=O)N(c3ccc(OCCC)cc3)C2=O)s1 (configuration not stated)	-38%	-8%	-1%	4	-7	-5%	0.6	-1%	-18%
NC(=O)C1CCN(C(=O)CSc2ncccn2)CC1	-11%	5%	-24%	-12	0	0%	-1.5	4%	-4%
CC1CCCCN1C(=O)C(=O)c1cn(CC(=O)N2CCCCCC2)c2ccccc12 (configuration not stated)	-12%	4%	-16%	-11	-1	-4%	-0.1	12%	8%
CC(=O)Nc1cccc(NS(=O)(=O)c2cccc3nsnc23)c1	-43%	0%	-1%	-6	-7	0%	-0.2	-3%	-1%
CCOC(=O)N1CCC(c2cc(=O)n3[nH]c(C)c(-c4ccc(F)cc4)c3n2)CC1	7%	3%	-14%	-29	-1	0%	-0.9	8%	-4%
O=C(N/N=C/c1cccc(O)c1)c1cc(C2CC2)nc2ccccc12	-28%	-7%	-12%	-7	0	-23%	-0.3	-2%	-1%
Cc1cc(C)c(NC(=O)CSc2nc3ncc(Cl)cc3[nH]2)c(C)c1	-5%[56.9 µM]	19%	-10%	5	-11	-8%	-0.3	5%	-5%
CCN(CC)CCCn1c2c(c(SCC(=O)Nc3ccc(OC(F)(F)F)cc3)nc1=O)CCC2	-4%	-24%	?	5	-8	2%	0.3	-4%	-4%
c1ccc(-c2cnc(SCCN3CCOCC3)n2CC2CCCO2)cc1 (configuration not stated)	19%	?	-3%	34*	-32*	1%	-0.2	4%	-6%
CCC(=O)Nc1nc(CC(=O)Nc2ccccc2)cs1	-13%	-7%	2%	12	-6	1%	-1.6	4%	-1%
COCCCNc1nc(-c2ccc(Cl)cc2)nc2ccccc12	-23%	-6%	-1%	3	0	-13%	-0.4	9%	-2%
CCOC(=O)C1Nc2ccc(C(F)(F)F)cc2C2c3ccccc3CC12 (configuration not stated)	-18%	-5%	-4%	.	0	-26%	.	11%	-13%
CCOC(=O)C1=C(C)Nc2ccc(C)cc2S1	-54%	?	-3%	-14	-2	0%	-0.2	-3%	0%
O=C(O)c1cccc(-c2ccc(/C=N/NC(=O)C3COc4ccccc4O3)o2)c1 (configuration not stated)	18%	3%	1%	6	-6	0%	-0.3	4%	-3%
Cc1ccc(C)c(CN2C(=O)c3ccccc3Sc3ccc(C(=O)NCCCOC(C)C)cc32)c1	6%	-12%	-11%	.	-1	-3%	0.0	-6%	-3%
CC1Cc2ccccc2N1S(=O)(=O)c1cnc[nH]1 (configuration not stated)	?	14%	-2%	-8	-1	0%	0.7	8%	-5%
Cc1cccc(NC(=O)c2ccc(C3SCC(=O)N3CCc3ccccc3)cc2)c1 (configuration not stated)	4%	3%	1%	-5	-3	1%	-0.6	4%	2%
CCC1(C)CC(=O)c2c(ccc3oc(C(=O)NCc4ccccc4)c(C)c23)O1 (configuration not stated)	2%	-3%	-1%	.	8	3%	0.3	1%	-1%
CC1CCC(NS(=O)(=O)c2ccc3c(c2)CC(=O)N3)CC1 (configuration not stated)	22%	1%	0%	0	-5	0%	1.4	3%	-4%
CSc1nc(C)c(CCOC(=O)c2cccc(C)c2)c(=O)[nH]1	14%	-13%	.	.	-21	4%	.	0%	-4%
CCOC(=O)c1ccc(N2C(=O)CC(Sc3ncccn3)C2=O)cc1 (configuration not stated)	-18%	3%	13%	2	1	1%	0.4	4%	2%
O=S(=O)(Nc1cc(Br)cc2cccnc12)c1cccc2ccccc12	0%	.	.	.	11	-25%	.	.	?
S=c1[nH]nc(-c2cc(-c3ccccc3)n[nH]2)n1/N=C/c1c2ccccc2cc2ccccc12	?	.	-4%	-7	-6	1%	1.7	41%[activator]	7%
Cc1ccc(NC(=O)CCNS(=O)(=O)c2ccc3[nH]c(=O)oc3c2)cc1	1%[56.9 µM]	-9%	-4%	.	-3	-3%	.	-10%	-3%
O=C(NCCCN1CCCCCC1)c1ccc2c(Cl)c3c(nc2c1)CCCC3	?	?	8%	3	-2	3%	1.2	1%	-3%
CC1=C(c2ccc(C)cc2)S(=O)(=O)NC1=NCc1cccc(F)c1	21%	?	2%	.	-5	-2%	-1.5	-3%	0%
c1ccc(CNc2ccc(CNc3ncn[nH]3)cc2)cc1	-9%	-22%	-21%	-17	-6	0%	0.1	-3%	5%
O=S(=O)(Cc1ccccc1Cl)N1CCCCC1	-6%	-3%	.	-2	-1	-1%	-0.4	-6%	5%
O=C(Cn1cnc2c(oc3ccccc32)c1=O)NCC1CCCO1 (configuration not stated)	-28%[56.9 µM]	0%	6%	-4	-4	-1%	-0.3	6%	-1%
CC(=O)c1ccc(N2CCN(C(=O)c3cc(S(=O)(=O)N4CCOCC4)ccc3C)CC2)cc1	-17%	-15%	4%	.	3	0%	.	-1%	-1%
CC(C)(NC(=O)c1ccccc1)c1nc2ccccc2s1	?	?	3%	-4	-4	-9%	0.0	4%	-1%
CCS(=O)(=O)N1CCc2cc(C(=O)Nc3ccc(OC)c(Cl)c3)ccc21	-7%	0%	-7%	.	5	-3%	0.4	4%	-3%

Screens from PubChem.

These rows are one share of the data. The share of hits here may be higher or lower than overall.
